# Screening data as filed in PubChem BioAssay.
# DT40 TDP1 no CPT = qHTS for Inhibitors of human tyrosyl-DNA phosphodiesterase 1 (TDP1): qHTS in cells in absence of CPT; DT40 Tdp1-/- hTDP1 cells, no CPT, ATP luminescence, 48 h; Potency, µM (highest dose often 46.2 µM), without a hit: at the highest dose activity change, negative = growth inhibition, actives largely listed as inhibitors; actives 15% (n = 420,000); note: nearly all actives have a fitted effect of over 55% in size
#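 Compound effects on proliferation are scored in DT40 Tdp1-/-;hTDP1 cells in the absence of CPT. ATP levels (CellTiter-Glo luminescence) are recorded after a ≥48 hr, 37 °C incubation.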
# TDP1 block = blocks human tyrosyl-DNA phosphodiesterase 1 | recombinant TDP1, AlphaScreen DNA substrate cleavage | Potency, µM (series often up to 130 µM), without a hit: at the top dose activity change, negative = inhibition, most hits filed as inhibitors | actives 0.28% (n = 350,000) | AID 485290; note: nearly all actives have a fitted effect of over 40% in size
#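 Here, a 5' biotin and 3' phosphotyrosine-FITC DNA oligonucleotide reports Tdp1 activity: intact substrate bridges AlphaScreen beads, while cleavage leaves a 3' phosphate and drops signal. All incubations at room temperature.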
# GCN5L2 inh = blocks human GCN5L2 histone acetyltransferase; GCN5L2 HAT assay, ThioGlo1 CoA-SH fluorescence; Potency, µM (series often up to 58.9 µM), without a hit: at the top dose activity change, negative = inhibition, usual class: inhibitors; actives 0.21% (n = 390,000)
# Target sequence (Q92830 whole entry, looked up): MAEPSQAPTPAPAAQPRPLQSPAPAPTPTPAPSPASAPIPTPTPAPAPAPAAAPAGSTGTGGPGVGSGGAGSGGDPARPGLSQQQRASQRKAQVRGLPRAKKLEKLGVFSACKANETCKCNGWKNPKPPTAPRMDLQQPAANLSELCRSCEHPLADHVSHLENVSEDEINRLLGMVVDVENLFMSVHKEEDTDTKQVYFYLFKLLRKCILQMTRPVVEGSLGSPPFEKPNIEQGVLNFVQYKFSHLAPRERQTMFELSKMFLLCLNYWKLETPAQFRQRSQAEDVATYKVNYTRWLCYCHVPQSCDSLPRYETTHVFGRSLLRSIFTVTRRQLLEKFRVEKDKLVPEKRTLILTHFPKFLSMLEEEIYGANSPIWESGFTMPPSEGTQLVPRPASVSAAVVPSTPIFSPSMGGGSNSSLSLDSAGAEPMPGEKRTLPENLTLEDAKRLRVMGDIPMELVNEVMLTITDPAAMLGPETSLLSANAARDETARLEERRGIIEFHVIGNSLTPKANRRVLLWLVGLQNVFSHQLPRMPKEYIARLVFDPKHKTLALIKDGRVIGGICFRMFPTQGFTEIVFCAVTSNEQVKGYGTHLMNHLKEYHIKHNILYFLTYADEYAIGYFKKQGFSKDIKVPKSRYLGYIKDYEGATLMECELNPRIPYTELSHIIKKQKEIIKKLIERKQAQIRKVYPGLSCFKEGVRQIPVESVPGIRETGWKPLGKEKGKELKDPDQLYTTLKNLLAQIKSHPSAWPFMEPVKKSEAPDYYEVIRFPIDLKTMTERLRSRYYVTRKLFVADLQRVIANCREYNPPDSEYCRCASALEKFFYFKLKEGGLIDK
#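 Fluorescence readout, Ex340nm/Em540nm: ThioGlo1 (50uM final) reacts with free CoA thiol released as 20nM GCN5L2 acetylates H3(1-25) peptide (75uM) using acetyl-CoA (70uM). Compound and enzyme sat 15 min beforehand; 20 min room-temperature reaction.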
# * marks the source's active call; other numbers are inactive results; u = inconclusive; x = not tested or not shown; & = joins results of further samples; [ ] = dose if it differs, or a comment. Calls come from the whole dose curve; as a rule, active = well fitted curve in the direction sought with a large enough effect; inconclusive = small, poorly fitted or top-dose-only effect, or another doubt; inactive = no such curve, though single readings can be large; an effect the other way counts as inactive or inconclusive. % is set by controls: 0 for no effect and ±100 for the full control effect; potency is the fitted concentration of half-maximal effect.
SMILES,DT40 TDP1 no CPT,TDP1 block,GCN5L2 inh
Cc1ccc2nc(NC(=S)NC(=O)c3cccs3)sc2c1,u,5%,-1%
Cc1ccc(C)c(Oc2cc(F)nc(N)n2)c1,-7%,x,-13%
Cc1cc(-c2ccccc2)n2nc(C)c(-c3ccccc3)c2n1,u,2%,-16%
CN1CCN(C(=O)C2CC(c3c(F)cccc3Cl)=NO2)CC1 (centres undefined),5%,3%,-6%
C[N+](C)(C)CCN1C(=O)CSC1=O,-10%,x,-2%
COc1ccc(CCNS(=O)(=O)c2ccccc2)cc1OC,3%,3%,-19%
COc1cccc(-c2nc(CS(=O)(=O)CC(=O)N3CCN(c4ccccc4)CC3)c(C)o2)c1,23µM*,10%,-1%
COc1ccccc1C(=O)NCC(=O)NNc1ncnc(N)c1[N+](=O)[O-],x,2%,1%
COc1ccc(S(=O)(=O)Nc2ccc3c(c2)N(C(C)=O)CCC3)cc1F,18µM*,6%,2%
O=S(=O)(NC(=S)NC1CCCCC1)c1cccs1,-14%,0%,24%
Cc1ccc(S(=O)(=O)N2CCN(c3nc(-c4ncco4)nc4ccccc34)CC2)cc1,11µM*,3%,x
COc1ccccc1NC(=O)Nc1nc(CC(=O)Nc2cccc(F)c2)cs1,u,0%,-18%

# 6 entries picked at random from the list so far, as already listed:
SMILES,DT40 TDP1 no CPT,TDP1 block,GCN5L2 inh
Cc1cc(-c2ccccc2)n2nc(C)c(-c3ccccc3)c2n1,u,2%,-16%
COc1cccc(-c2nc(CS(=O)(=O)CC(=O)N3CCN(c4ccccc4)CC3)c(C)o2)c1,23µM*,10%,-1%
COc1ccccc1C(=O)NCC(=O)NNc1ncnc(N)c1[N+](=O)[O-],x,2%,1%
COc1ccccc1NC(=O)Nc1nc(CC(=O)Nc2cccc(F)c2)cs1,u,0%,-18%
Cc1ccc(S(=O)(=O)N2CCN(c3nc(-c4ncco4)nc4ccccc34)CC2)cc1,11µM*,3%,x
Cc1ccc2nc(NC(=S)NC(=O)c3cccs3)sc2c1,u,5%,-1%

# Remaining list, next part.
SMILES,DT40 TDP1 no CPT,TDP1 block,GCN5L2 inh
CN(C)C(=O)c1ccc(-c2nccc(Nc3ccc(F)cc3)n2)cc1,-18%,x,u
CN(C)C(=O)C[n+]1ccc(C(N)=O)cc1,-19%,0%,-2%
COc1cc(Cl)c(C)cc1NC(=O)c1nn(-c2ccc(C)cc2)c(=O)n(C)c1=O,-5%,2%,-4%
O=C1CC(NC2CCN(C(=O)c3cccc(F)c3)CC2)C(=O)N1 (centres undefined),-1%,x,-4%
NCCCS(=O)(=O)O,-10%&1%&14%,3%,-3%&0%&3%&12%
N#Cc1ccc(S(=O)(=O)NCC(=O)OCC(=O)N2CCCC2=O)cc1,-24%,x,4%
COc1ccc(C(=O)Nc2cc(C)on2)cc1OC,2%,x,0%
C=CCn1c(=O)c(C(=O)OCC)c(O)c2ccccc21,u,3%,-4%
O=C(NC1=NCCS1)C12CC3CC(CC(C3)C1)C2,-34%,-3%,-16%
CCCC(=O)n1nc(-c2cccnc2)nc1N,1%,4%,-17%
COc1cc(CN2CCN(Cc3ccc(C)cc3)C(CCO)C2)ccc1O (centres undefined),-4%,-4%,-7%
COc1ccc(Cl)cc1NC(=O)CSC1=Nc2ccccc2C2=NC(CCC(=O)NCc3ccco3)C(=O)N12 (centres undefined),u,5%,-4%
Cc1nc(SCc2ccccc2C#N)n[nH]1,-24%,x,2%
NNc1ccc(Cl)c(C(=O)O)c1,-1%,7%,-4%
C=CCOc1ccc(/C=C/C(=O)OCC(=O)N2CCN(C(C)=O)CC2)cc1,-21%,1%,-3%
Cc1ccccc1CNC(=O)Cc1ccc(NC(=O)N2CCCCc3ccccc32)cc1,18µM*,8%,4%
O=c1c2c(nc3nc(NCc4cccc(Cl)c4)[nH]n13)CCC2,-20%,2%,1%
O=C(CSc1ccccc1C(=O)O)NC1CCCCCC1,-2%,8%,-1%
CN(Cc1ccccc1)C(=O)CN(C1CCCCC1)S(C)(=O)=O,0%,4%,1%
O=C1CCCC(O)=C1N=Nc1ccc(C(=O)O)cc1,15%,2.2µM*,-15%
CCOC(=O)c1ccccc1NC(=O)Cn1c2ncccc2c(=O)n1-c1ccccc1,-11%,3%,32%[activator]
C[C@]12CCC(=O)C=C1[C@H](O)C[C@@H]1[C@@H]2[C@@H](O)C[C@@]2(C)[C@H]1CC[C@]2(O)C(=O)CO,-9%,5%,1%
Nc1nnc(SCC(=O)NCCNC(=O)CSc2nnc(N)s2)s1,0%,1%,2%
COc1cc([N+](=O)[O-])cc([N+](=O)[O-])c1NC(=O)N1CCOCC1,-11%,0%,-6%

# Full records, looked up by structure. Screens in order: DT40 TDP1 no CPT | TDP1 block | GCN5L2 inh
# `COc1ccc(C(=O)Nc2cc(C)on2)cc1OC` across the screens: 2% | x | 0%
# `COc1cc(CN2CCN(Cc3ccc(C)cc3)C(CCO)C2)ccc1O` (centres undefined) across the screens: -4% | -4% | -7%

# Going on with the list:
SMILES,DT40 TDP1 no CPT,TDP1 block,GCN5L2 inh
COc1ccccc1S(=O)(=O)Cc1ccc(C(=O)NC2CCCCC2)o1,u,-1%,-9%
O=c1[nH]cccc1-c1nc2ccccc2n1Cc1ccc(F)cc1,-7%,x,-20%
CN(C)c1ccc(C(=S)N2CCOCC2)cc1Br,-12%,-2%,0%
O=C(CN1C(=O)COc2ccccc21)NCCCN1CCN(c2ccccc2F)CC1,7%,3%,-10%
CC1CC(C)CN(CCCNC(=O)c2ccc3c(c2)NC(=O)C(N2CCCCC2)S3)C1 (centres undefined),u,9%,-4%
CCCc1ccc(NC(=O)C2CCN(c3cnccn3)CC2)cc1,23µM*,3%&4%,-7%&-5%
CC1CCN(C(=O)COC(=O)c2ccc(=O)n(Cc3ccccc3)n2)CC1,6%,4%,0%
CCn1c(SCC(=O)Nc2nc3ccccc3s2)nc2c(c1=O)SC(C)C2 (centres undefined),23µM*,10%,-2%
CCCCOc1ccc(C(=O)N/N=C/c2cn[nH]c2-c2ccc(OC)c(OC)c2)cc1,u,7%,-7%
CCc1ccc(NC(=O)CSc2nc3n[nH]c(C)c3c(=N)n2-c2ccccc2C)cc1,u,-7%,1%
COc1ccc(C)cc1NC(=O)CN1CCN(S(=O)(=O)c2ccc(Cl)cc2)CC1,u,8%,1%
CC(=O)N1CCN(c2ccc(NC(=O)c3ccc4c(c3)OCCO4)cc2)CC1,-18%,9%,-3%

# The list goes on; it opens with the 3 that closed the last part.
SMILES,DT40 TDP1 no CPT,TDP1 block,GCN5L2 inh
CCc1ccc(NC(=O)CSc2nc3n[nH]c(C)c3c(=N)n2-c2ccccc2C)cc1,u,-7%,1%
COc1ccc(C)cc1NC(=O)CN1CCN(S(=O)(=O)c2ccc(Cl)cc2)CC1,u,8%,1%
CC(=O)N1CCN(c2ccc(NC(=O)c3ccc4c(c3)OCCO4)cc2)CC1,-18%,9%,-3%
COc1ccc(C(=O)Oc2ccc(/C=N/NC(=O)Cc3ccc([N+](=O)[O-])cc3)cc2)cc1,-11%,-1%,-7%
Cc1nc([N+](=O)[O-])c(Sc2nc3ccccc3n2C)n1Cc1ccccc1,5.2µM*,4%,1%
COc1ccc(Cl)cc1C(=O)Nc1ccc(-c2nnc3n2CCCCC3)cc1,u,0%,-14%
O=Cc1cn(-c2ccccc2)nc1-c1cc2ccccc2oc1=O,u,7%,-8%
COc1ccccc1NS(=O)(=O)c1cc2c3c(c1)CC(=O)N3CCC2,9%,0%,-9%
O=C(N/N=C/c1ccc(OC(=O)c2ccc([N+](=O)[O-])cc2)cc1)c1cccnc1,u,0%,-6%
CN(Cc1ccno1)Cc1cn(Cc2ccccc2)nc1-c1ccc2c(c1)OCO2,u,5%,-14%
c1ccc(N2CCN(c3ncnc4c3oc3ccccc34)CC2)cc1,u,8%,-2%
O=C(O)c1ccc(COc2ccc3ccccc3c2/C=C2/NC(=O)N(Cc3ccc(F)cc3)C2=O)cc1,5%,-8%,0%
CC1(C)C=Cc2c(cc3occ(-c4ccc5c(c4)OCO5)c(=O)c3c2O)O1,-1%,-6%[56.1 µM],-14%
O=C(Cc1c(F)cccc1Cl)Nc1cccnc1,-11%,0%,-20%
Cc1onc(C(=O)NCc2cccs2)c1[N+](=O)[O-],-1%,-2%,-4%
Nc1c(-c2ccc(Cl)cc2)cnc2c(-c3ccc(F)cc3)cnn12,-24%,x,-7%
COc1ccc(-c2[nH]c(-c3ccccc3)nc2SCC(=O)Nc2ccc3c(c2)OCCO3)cc1,16µM*,10%,-11%
O=C(c1cc2ccccc2oc1=O)N1CCN(C(=O)C2CCCO2)CC1 (centres undefined),17%,0%,-7%
COc1ccc(-c2cc3n(n2)CCc2nc4ccccc4n2-3)cc1,u,5%,-5%
Cc1oc2ccc(O)cc2c1C(=O)c1ccc(Cl)cc1,u,4%,-3%
COCCn1c(=O)c(-c2ccc(F)cc2)nc2cnc(Nc3cccc(OC)c3)nc21,3%,x,-17%
COC(=O)C1CN(S(=O)(=O)c2ccccc2)CCN1S(=O)(=O)c1ccccc1 (centres undefined),-20%,3%,-4%
CC1(C(=O)N2CC3(CC(c4cccc(NC(=O)COc5ccc(Cl)cc5)c4)=NO3)C[C@@H]2C(N)=O)CC1 (some centres undefined),15µM*,6%,0%
CCn1c(=O)c(=O)[nH]c2cc(C(=O)NC(C)c3ccc(S(N)(=O)=O)cc3)ccc21 (centres undefined),0%,-3%,-20%
Cc1cc(N2CCN(C(=O)c3ccco3)CC2)n2ncc(-c3ccccc3)c2n1,16µM*,-7%,-4%
C=CCSc1[nH]c(=O)cc(C)c1C(N)=O,3%,-1%,1%
Cn1c(O)c(/C=C2\C=NN=C2c2ccccc2)sc1=S,u,6%,-9%
CNCC(O)C(O)C(O)C(O)CO (centres undefined),-1%,1%,-1%
Cc1ccc(N=Nc2c(C)[nH]n(-c3ccccc3)c2=O)c(C)c1,u,-3%,5%
Cc1cc(C)c(OCC(=O)Nc2ccccn2)c([N+](=O)[O-])c1,-26%,1%,-1%
CC(C)(C)OC(=O)N1CCC(c2c(C(=O)NCc3cccc(Cl)c3)cnn2-c2ccc(F)cc2)CC1,13µM*,5%,-15%
O=Cc1cc(Cl)ccc1OCCN1CCC(Cc2ccccc2)CC1,16µM*,5%,1%
Cc1cccc(NC(=O)c2ccc(S(=O)(=O)N3CCC(C)CC3)cc2)n1,16µM*,0%,-17%
Cc1cc(C)n(-c2ccc(Cl)c(C(=O)NCc3ccccc3)n2)n1,-28%,5%,-13%
COc1cc(C(=O)NC2CCCC(C)C2C)ccc1OCC(=O)N1CCOCC1 (centres undefined),-4%,1%,2%
C[C@H](NC(=O)N1CCn2c1nc1ccccc12)C(=O)NCC1CCCO1 (some centres undefined),6%,4%,-2%
O=C(CSc1nnc2ccc(-c3cccnc3)nn12)Nc1ccccc1,6%,x,u
CCC(=O)c1ccccc1OCCN1C(=O)NC(C)(C)C1=O,-9%,4%,-3%
CCOc1ccc(Nc2ncnc3c2cnn3-c2ccc(F)cc2)cc1,-25%,10%,-1%
O=C(COc1cccc([N+](=O)[O-])c1)NN1C(=O)c2ccccc2C1=O,8%,x,2%
CCCc1ccc(C(=O)NNc2ccccc2F)cc1,-3%,5%,-10%
FC(F)Oc1ccc(-c2csc(NNC3=NCCCCC3)n2)cc1,15µM*,10%,-4%
CC1CCN(S(=O)(=O)c2ccc(NC(=O)CSc3ncccc3C(=O)O)cc2)CC1,-3%,2%,u
CCO[C@H]1OC(C(=O)N2CCN(C)CC2)=C[C@@H](c2ccc(Br)cc2)[C@@H]1CCCO,-4%,1%,-3%
Cc1ccc2cc(/C=C(\C#N)C(N)=O)c(N3CCCCC3)nc2c1,-2%,4%,-5%
Cc1ccc(S(=O)(=O)NC2(C(F)(F)F)NC(=O)N(Cc3ccccc3)C2=O)cc1 (centres undefined),0%,4%,-4%
O=C1CCc2cc(S(=O)(=O)N3CCCC3C(=O)N3CCN(c4ccccc4)CC3)ccc2N1 (centres undefined),-25%,-2%,-1%
CCN(c1ccc(NC(=O)COC(=O)CCc2nc3ccccc3n2-c2ccccc2)cc1)C(C)C,u,11%,-6%
COc1ccc(C(=O)c2c(C)c3ccccc3n2CC(O)CNC(C)C)cc1 (centres undefined),23µM*,3%,-3%
COc1ccc(N(C(=O)c2ccc(S(=O)(=O)N3CCCC3)cc2)C2C=CS(=O)(=O)C2)cc1 (centres undefined),-7%,6%,-1%
O=C(Nc1c(S(=O)(=O)c2ccccc2)csc1Br)c1ccccc1Cl,7%,3%,-3%
O=C(O)c1cc(-c2ccccc2)n(-c2ccc(Cl)cc2Cl)n1,15%,x,-2%
Cc1ccc([N+](=O)[O-])cc1NC(=S)NC(=O)c1cccnc1,-9%,5%,-2%
CC(C)(C)OC(=O)NCCC(=O)N/N=C/c1cccc2cccnc12,u,x,3%
CC(C)N(C(=O)COC(=O)c1cc(Cl)cc(Cl)c1N)C(C)C,5%,1%,-9%[0.501 µM]

# Not all compounds are listed; rates above refer to the full screens.
